BRCA1 expr up – increases BRCA1 expression. MCF7-BRCA1-FFLuc reporter, luminescence, 48 h; response scale: scaled: vehicle 0%, 10 µM genistein 100%. Potency, µM (doses to about 46.1 µM), for the others: at the highest dose activation, usual class: activators. 1.1% of 380,000 active; active = well fitted activation curve with a large enough effect; inconclusive = small, poorly fitted or top-dose-only effect; inactive = no such curve, though single readings can be large or run the other way; also: nearly all actives have a fitted effect of over 80% in size; some results filed as inactive show a strong effect at the top dose
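48 h compound treatment of MCF7-BRCA1-FFLuc cells (phenol-red free MEM, 37 °C), then 15 min with luciferase substrate and luminescence imaging.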
Starred values were filed as active, the others as inactive; ? = inconclusive. Potency is read from the fitted curve at half-maximal effect. Not all compounds are listed; rates above refer to the full screens.

SMILES | BRCA1 expr up
CCc1nc2ccc(C(=O)N(C)CCCN(C)C)cn2c1N(C)CCCc1ccccc1 | -8%
COc1ccccc1Cc1c(-c2ccc(F)cc2)nc2cc(C)c(Br)c(C)n12 | -54%
O=c1cc(CN2CCCCC2)c2c(ccc3ccccc32)o1 | -12%
CCCCC[C@@H]1CCCCC[C@H](O)C[C@@H](O)[C@@H](O)/C=C/C(=O)O1 | -18%
Cc1ccc(Cc2c(-c3ccc(Cl)cc3)nc3cc(C)ccn23)cc1 | 81%
CCC[C@H]1CN(c2ccc(Br)cc2)C(=O)[C@@H]1CC(=O)Nc1ccc(OC)cc1 | -22%
CC(C)C[C@@H](CN1CCC[C@H]1CN1C(=O)C(=O)NC[C@@H]1Cc1ccccc1)N1C[C@H](Cc2ccccc2)N(CC2CCCCC2)C(=O)C1=O | -37%
O=C(O)Cn1ccc2cc(S(=O)(=O)N3CCCCC3)ccc21 | 4%
NC(Cc1ccc(Cl)cc1)c1csc(Nc2cc(NCCCO)ncn2)n1 (configuration not stated) | -17%
CCC(c1nnnn1-c1c(C)cccc1C)N1CCN(c2cccc(C(F)(F)F)n2)CC1 (configuration not stated) | -25%
Nc1[nH]c(C(=O)c2ccccc2)c(-c2ccccc2Br)c1C(=O)NCCc1c[nH]c2ccccc12 | -48%
Nc1cccc(-c2cncc(N3CCN(Cc4ccccn4)CC3)n2)c1 | 4%
Cc1cc(C(=O)N2CCCC(C)(C(=O)NS(=O)(=O)C3CC3)C2)nn1C(C)(C)C (configuration not stated) | 7%
OC(c1ccco1)c1nc(-c2ccc(F)c(Cl)c2)cs1 (configuration not stated) | 27%
CC1(C(=O)Nc2ccc(Cl)c(Cl)c2)CCN1Cc1cc2ccccc2o1 (configuration not stated) | -11%
Cc1ccc(F)c(S(=O)(=O)NC(=O)C2(C)CCN2C(=O)C2(c3ccc(Cl)cc3)CC2)c1 (configuration not stated) | 7%
COc1cccc(C(C)(O)c2nc(-c3cnn(C)c3)cs2)c1 (configuration not stated) | 1%
O=C(c1cc(COc2cccc(C(F)(F)F)c2)on1)N1CCCC1 | ?
COc1ccc(Cl)cc1N(C)c1nc(N2CCN(S(=O)(=O)c3ccc(C)cc3)CC2)c2ccccc2n1 | 8%
CCN1C(=O)[C@H]2[C@@H](c3ccc(C(F)(F)F)cc3)N[C@]3(CCCN(Cc4ccc(Br)cc4)C3=O)[C@H]2C1=O | 5%
CCCNC(=O)C1(C)CCCN(Cc2ccc3c(c2)OCO3)C1 (configuration not stated) | 5%
CCc1nc2ccc(C(=O)Nc3cccc(OCC(=O)N(C)C)c3)cn2c1N(C)Cc1cc2ccccc2s1 | -36%
C[C@@H]1CCCCO[C@@H](CN(C)C(=O)c2ccncc2)[C@@H](C)CN([C@H](C)CO)C(=O)c2cc(NC(=O)Cc3ccccc3)ccc2O1 | 15%
Cc1ccc(NC(=O)C2(C)CCN2Cc2ccccc2OC(F)F)cc1 (configuration not stated) | 0%
CN(C)c1ccc(N=Nc2ccccc2C(=O)O)cc1 | -57%
S=C(NCCCc1cnc[nH]1)NCCCN(Cc1ccc(Cl)cc1)c1ccc(-c2ccccc2)cn1 | -69%
CC(=O)c1ccc(-c2cnc3c(NC=O)cc(-c4ccc(C(=O)N5CCOCC5)cc4)cn23)cc1 | -45%
CSc1ccc(OC2(C)CCN(Cc3ccc(OC(C)C)cc3)C2)cc1 (configuration not stated) | 4%
C=C(c1nc2ccccc2s1)C1Cc2cccc3c2N(CCC3)C1 (configuration not stated) | -53%
CCNC(=O)C1(C)CCCN(C(=O)c2ccc(C(F)(F)F)nc2C)C1 (configuration not stated) | 18%
CC(C)n1nnnc1C1c2ccccc2C(=O)N1Cc1ccco1 (configuration not stated) | 14%
Cn1ccc2c(-c3ccccc3F)cc3c(c21)C1CCC3C1 (configuration not stated) | -7%
CCc1nc2c(OCc3ccc(OC(F)F)cc3)cccn2c1N(C)C(=O)c1ccc(OC)cc1 | -18%
CCc1nc2c(OCC(=O)C(C)(C)C)cccn2c1N(C=O)Cc1ccc(OC)cc1 | -2%
N#Cc1cccc(NC(=O)c2cc(C3CCCCN3C(=O)c3ccccc3)on2)c1 (configuration not stated) | 17%
CCc1nc2ccc(C(=O)N3CCN(C(=O)c4ccco4)CC3)cn2c1N(C=O)Cc1ccc(OC)cc1 | -14%
N=c1ncn(C2OC(CO)C(O)C2O)c2nc(Br)[nH]c12 (configuration not stated) | 8%
O=C(/C=C/c1ccc2c(c1)OCO2)NCCS(=O)(=O)N1CCN(c2ccccc2)CC1 | -10%
C[C@@H](NC(=O)[C@@H]1CCCN1C(=O)[C@@H]1CCCN1C(=O)c1ccccc1)c1ccccc1 | 0%
COc1ccc2c(c1)C=C/C2=C\c1ccc(N(C)C)cc1 | 4%
COc1ccc(C(=O)C2C(=O)C(=O)N(Cc3ccco3)C2c2cccs2)cc1 (configuration not stated) | 15%
CCN(C)C1CN(Cc2cn(Cc3ccc(F)cc3)nn2)S(=O)(=O)C1 (configuration not stated) | 12%
CCc1ccc([C@@H]2CC(=O)[C@@H]3CN(S(=O)(=O)c4ccc(Cl)cc4)[C@H](c4ccc(C)cc4)C[C@@H]3N2S(=O)(=O)c2ccc(C)cc2)cc1 | 13%
CC(C)N1CCC(C)(C(=O)Nc2ccccc2Oc2ccccc2)C1 (configuration not stated) | 19%
COc1ccc2[nH]c3c(c(=O)c2c1)CCCC3 | 7%
CNS(=O)(=O)c1ccc(CNC[C@H]2O[C@@H](n3ccc(N)nc3=O)[C@H](O)[C@@H]2O)cc1 | 7%
Cn1ccc2c(-c3cncc4ccccc34)cc3c(c21)C1CCC3C1 (configuration not stated) | -31%
CCc1ccc2c(c1)NC(=O)C2(C)Cc1ccc(C(F)(F)F)nc1 (configuration not stated) | 0%
CCc1nc2ccc(C(=O)NCCOc3ccc(OC)cc3)cn2c1N(C)Cc1ccc(N(C)C)cc1 | 17%
COc1ccc(-c2csc(C(O)c3ccc(F)c(F)c3)n2)cc1 (configuration not stated) | 0%
COc1ccccc1CNc1nc(NCc2ccc(C)cc2C)c2sccc2n1 | -21%
CC1(C(=O)NCCc2c[nH]c3ccccc23)CCN1CC1CCCCC1 (configuration not stated) | -14%
CC(C)NC(=O)C1(C)CCN1C(=O)C(c1ccccc1)c1ccccc1 (configuration not stated) | -3%
O=c1c2ccccc2sn1-c1ccc(Cl)cc1 | 47%
OC(c1cc(Cl)cc(Cl)c1)c1ncc(-c2cccc(F)c2)[nH]1 (configuration not stated) | -17%
C[C@@H]1CCCCO[C@H](CN(C)S(=O)(=O)c2cn(C)cn2)[C@@H](C)CN([C@H](C)CO)C(=O)c2cc(NC(=O)c3ccncc3)ccc2O1 | 11%
CCOC(=O)[C@]12CCC=C1N(Cc1ccccc1)C(=O)[C@H](CC(=O)NCCC(C)C)C2 | -3%
COc1ccc(-c2ccc(C(=O)NCc3ccc(N(C)C)cc3)c3occc23)c(C)c1 | -1%
CC(=NNS(=O)(=O)c1ccc(C)cc1)c1ccccc1 | 10%
Nc1nc(=O)n(C2OC(CO)C(O)C2O)cc1F (configuration not stated) | -49%
(listing goes on)
SMILES | BRCA1 expr up
CCNC(=O)c1cc2c(c(-c3cccc(-c4ccccc4F)c3)n1)[C@@H](CCO)N(C(=O)CC1CC1)C2 | -37%
CCc1nc2ccc(C(=O)NCCCN3CCCC3=O)cn2c1N(CC)C(C)=O | -1%
CCc1nc2ccc(C(=O)NCCCn3ccnc3)cn2c1N(C)C(=O)COc1ccccc1 | 20%
CC1CCN(c2ccc3c(c2)S(=O)(=O)c2cc(C(=O)O)ccc2C3=O)CC1 | 15%
C[N+]1(CC(=O)c2ccc(Oc3ccc(C(=O)C[N+]4(C)CCOCC4)cc3)cc2)CCOCC1 | 6%
COc1cccc(CN2CCC2(C)C(=O)Nc2cccc3cccnc23)c1OC (configuration not stated) | -57%
C[C@H](CO)N1C[C@H](C)[C@H](CN(C)C(=O)c2ccccn2)Oc2cc(C#Cc3ccc(F)cc3)ccc2S1(=O)=O | -49%
N#Cc1ccc(CN2CCN(C(=O)C3CC(=O)N(c4ccc5c(c4)OCCO5)C3)CC2)cc1 (configuration not stated) | -9%
CC(C)(C)n1nnnc1C(c1cc2ccccc2o1)N1CCOCC1 (configuration not stated) | 9%
Cc1noc(C)c1C(=O)OCC(=O)Nc1cccc(F)c1 | 3%
O=C(NCc1nnnn1-c1ccc(Cl)cc1)C(=O)c1c[nH]c2ccccc12 | -30%
Cc1cc(C)cc(CC(=O)N2CCC2(C)C(=O)NS(=O)(=O)c2ccc(C#N)cc2)c1 (configuration not stated) | -22%
C[C@H](CO)N1C[C@H](C)[C@@H](CN(C)S(=O)(=O)c2cn(C)cn2)OCc2cn(nn2)CCCC1=O | 1%
CCCCCC(=O)N1C[C@@H](n2cc(-c3ccc(F)cc3)nn2)[C@H](O)C[C@@H]1c1ccc(Cl)cc1 | -83%
COc1cc(NC(=O)[C@@H]2O[C@H](CO)[C@@H](O)[C@H]2O)cc(OC)c1OC | 2%
CC1(C(=O)NS(=O)(=O)c2cccc(F)c2)CCN1C(=O)C1CCCCC1 (configuration not stated) | 35%
COc1cc2nc(Cl)nc(NC3CCN(Cc4ccccc4)CC3)c2cc1OC | 13%
CC(C)N1CCN(c2ccncc2S(=O)(=O)N2CCCCC2)CC1 | -4%
Cc1ccc(C)c(NC(=S)N2CCC(C(=O)c3ccc(F)cc3)CC2)c1 | -15%
Cc1ccc(S(=O)(=O)N2C[C@H]3[C@H]4C(=O)N(c5ccccc5)C(=O)[C@H]4CC(=O)[C@H]3[C@@H]2c2ccccc2)cc1 | -4%
CCOCCC(=O)Nc1ccc2c(c1)c(=O)n(C)n2Cc1cccc(C(F)(F)F)c1 | 11%
Cc1ccc(NC(=S)/C(C#N)=C2/Nc3ccccc3S2)cc1 | -84%
CC1(C)OB(c2cnc(C#N)nc2)OC1(C)C | -9%
Cc1ccc(S(=O)(=O)NC(=O)C2(C)CCN2C(=O)Cc2ccc(C(C)(C)C)cc2)cc1 (configuration not stated) | 6%
COc1cccc(CNC(=O)c2ccc(F)c(S(=O)(=O)N3CCCCC3)c2)c1 | 0%
CCn1c(SC(C)C(=O)Nc2ccc(C)cc2)nnc1-c1ccccc1 (configuration not stated) | 19%
COc1ccc(C(C)(O)c2nc(-c3cccc(C(C)C)c3)cs2)cc1 (configuration not stated) | 4%
CC(C)c1cccc(-c2csc(C(O)c3ccc(F)c(F)c3)n2)c1 (configuration not stated) | -28%
CNC(=O)c1ccc(CN(C)C(=O)/C=C/c2ccc(S(=O)(=O)N3CCCCCC3)cc2)cc1 | -57%
O=C(NCc1ccccc1Cl)[C@H]1CCCN1C(=O)[C@H]1CCCN1C(=O)c1cccs1 | 7%
C[C@H](CO)N1C[C@H](C)[C@@H](CN(C)C(=O)Nc2ccc(N3CCN(C)CC3)cc2)OCc2cnnn2CCCC1=O | 22%
C[C@@H]1CN([C@H](C)CO)C(=O)c2cc(C#C[C@@H](C)O)cnc2O[C@H]1CN(C)C(=O)c1ccc(F)cc1 | -7%
O=[N+]([O-])c1ccc(C=Nc2ccccc2)cc1 | 21%
CC1(C)OC(=O)C2(Cc3ccc(Br)cc3N3CCCCC32)C(=O)O1 (configuration not stated) | 28%
Cc1ccc(NC(=O)CSc2nc3cc(C(=O)NCC4CCCO4)ccc3c(=O)n2CC2CCCO2)cc1 (configuration not stated) | -31%
COc1ccccc1NC(=O)N(C)C[C@H]1Oc2ncc(Br)cc2C(=O)N([C@H](C)CO)C[C@H]1C | 3%
O=C(OCc1cn([C@H]2CN(CC3CCCCC3)[C@@H](c3ccccc3)C[C@@H]2O)nn1)c1ccccc1 | 5%
COc1cc(CNC(=O)C2CC(O)CN2C(=O)Nc2ccccc2)cc(OC)c1OC (configuration not stated) | 6%
COC(=O)N1CCCCC1c1cc(C(=O)N2CCOCC2)no1 (configuration not stated) | 11%
CSc1ccccc1OCc1cc(C(=O)NCC(C)Oc2cccnc2)no1 (configuration not stated) | 54%
CC(C)NC(=O)C1(C)CCCN1Cc1ccccc1 (configuration not stated) | -8%
CCOc1ccccc1NC(=O)c1nc(SCc2ccccc2F)ncc1Cl | 10%
COc1cccc(C(O)c2ncc(-c3ccc(C(F)(F)F)cc3)[nH]2)c1 (configuration not stated) | -10%
C[C@@H]1CN([C@@H](C)CO)C(=O)CCCn2nncc2CO[C@@H]1CN(C)S(=O)(=O)c1ccc(-n2cccn2)cc1 | 5%
COc1ccccc1C1N=C(Nc2nc3ccccc3o2)NC2=C1C(=O)CC(C)(C)C2 (configuration not stated) | -36%
